Screening results deposited in PubChem BioAssay by several laboratories.
M. tuberculosis GlmU = inhibition of mycobacterial GlmU enzyme – biochemical, glucosamine-1-phosphate acetyltransferase (AID 1376); M. tuberculosis GlmU acetyltransferase enzyme assay; higher % means a stronger effect; inhibition, %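 (tested at 30 µM in the primary screen)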, or IC50 in µM where a hit was titrated; 0.25% of 220,000 active; in the data active = inhibition above about 13%;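 also: 0% = complete reaction with vehicle and 100% = reaction without substrate; strong numbers were not always called active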
RmlCD inh 1536 = blocks M. tuberculosis RmlC and RmlD coupled enzymes | P9WH09+P9WH11 | RmlC+RmlD coupled enzyme assay, percent inhibition; primary screen in compound mixtures | inhibition, % at 3.6 µM | 0.03% of 160,000 active | AID 1533; in the data active = inhibition mostly above about 34%, no sharp cut-off; also: some results filed as inactive read as strong as hits
Target sequence (P9WH09 whole entry, looked up): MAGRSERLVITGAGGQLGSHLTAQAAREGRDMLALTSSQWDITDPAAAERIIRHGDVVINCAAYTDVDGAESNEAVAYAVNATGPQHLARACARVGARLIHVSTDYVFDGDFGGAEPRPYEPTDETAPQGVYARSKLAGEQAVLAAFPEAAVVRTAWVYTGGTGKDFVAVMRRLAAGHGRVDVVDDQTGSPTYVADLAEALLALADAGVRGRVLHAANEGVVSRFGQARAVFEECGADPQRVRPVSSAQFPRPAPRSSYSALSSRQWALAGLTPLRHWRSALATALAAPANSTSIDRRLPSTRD
Target sequence (P9WH11 whole entry, looked up): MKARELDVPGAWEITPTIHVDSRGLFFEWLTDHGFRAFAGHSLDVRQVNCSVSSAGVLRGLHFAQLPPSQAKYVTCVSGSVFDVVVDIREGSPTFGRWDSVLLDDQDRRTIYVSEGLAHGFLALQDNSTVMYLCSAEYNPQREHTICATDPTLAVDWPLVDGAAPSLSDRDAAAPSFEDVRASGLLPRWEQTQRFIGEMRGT
Active calls of the source: *; / = not tested or not shown.

Structure,M. tuberculosis GlmU,RmlCD inh 1536
O=C(O)/C=C/C(=O)NCCc1ccccc1,7.3%,11.2
N#CC1=C(N)C(C#N)(C#N)C(c2cccnc2)C2CCCC=C12 (stereo unspecified),4.3%,32.7
c1ccc(OCc2nn3c(C4CCCCC4)nnc3s2)cc1,6.0%,/
O=C(CCNS(=O)(=O)c1cccs1)N1CCc2ccccc2C1,0.7%,-7.6
O=C(Nc1ccc(S(=O)(=O)Nc2ncccn2)cc1)c1cccnc1,-2.7%,21.2
COc1cc(-c2cc(C(=O)O)c3c(OC)c(OC)c(OC)cc3n2)ccc1O,1.7%,-6.5
COC(=O)c1cccc(C23CC4(C2)[C@H](CN(Cc2ccc(C(F)(F)F)cc2)[C@@H]4c2ccccc2)C3c2ccc(Cl)nc2)c1 (stereo partly specified),1.9%,/
Cc1ccc(C(=O)O)cc1NC(=S)NC(=O)C(c1ccccc1)c1ccccc1,2.4%,-1.4
Cc1nn(Cc2ccccc2)c2c1C(c1ccccc1)C(C#N)=C(N)O2 (stereo unspecified),1.7%,/
Cc1cccc(OCC(=O)Nc2ccc3c(c2)nc(CCN2CCN(C)CC2)n3C)c1,-5.9%,/
Cc1c(NC(=O)c2cc3ccccc3o2)c(=O)n(-c2ccccc2)n1C,6.7%,/
O=C(O)c1cc(-c2ccccc2)nn1CC1CC(c2cccc([N+](=O)[O-])c2)=NO1 (stereo unspecified),2.0%,/
CCN(CC(O)Cn1c2ccccc2c2ccccc21)S(=O)(=O)c1ccc(F)cc1 (stereo unspecified),-0.6%,-2.0
O=C(O)C1=C[C@H](c2ccc(Br)cc2)C[C@H](OCCCCO)O1,-1.7%,/
CC(=O)c1cccc(NC(=O)NC2CCCCC2)c1,0.8%,4.0
COCCNc1nc(N)c([N+](=O)[O-])c(NCC2CCCO2)n1 (stereo unspecified),6.2%,-10.3
Cc1ccc(-n2c(SCc3ccc(C#N)cc3)nnc2-c2ccccn2)cc1,0.5%,/
COc1ccc(NC(=O)N2CCCC(CCC(=O)N(C)CCc3ccccn3)C2)cc1 (stereo unspecified),7.9%,3.4
COc1ccc(S(=O)(=O)NC(C)C(=O)Nc2ccccc2C(F)(F)F)cc1 (stereo unspecified),1.0%,9.1
Cn1c(=O)n(C)c2cc(NS(=O)(=O)c3ccc(Br)s3)ccc21,5.7%,-18.1
C/C(=N\N=C(N)N)c1cccc(Cl)c1,-0.5%,4.3
CCOC(=O)c1csc(NC(=O)c2ccc(N3C(=O)CCC3=O)cc2)n1,-1.3%,21.7
O=C(Nn1cnnc1)c1cc2c(s1)CCCC2,2.2%,-7.9
CC(C)Cn1cc(C(=O)N2CCC(C)CC2)c2c3ccccc3n(C)c2c1=O,-2.5%,6.1
CC1CN(c2ncnc3c2oc2ccccc23)CC(C)O1 (stereo unspecified),0.1%,-2.8
CCOC(=O)c1cnc2c(cnn2C)c1NCCCN(C)C,-5.7%,0.7
O=c1c(OC2OC(CO)C(O)C(O)C2O)c(-c2ccc(O)c(O)c2)oc2cc(O)cc(O)c12 (stereo unspecified),1.3%,/
O=C(CSc1nnnn1-c1ccccc1)Nc1ccc(N2CCOCC2)c(Cl)c1,-1.2%,8.6
CCN(CC)c1ccc(/C=N/NS(=O)(=O)c2ccc(CNC(C)=O)cc2)cc1,1.6%,/
CCOC(=O)CC(=O)CSc1nc(-c2ccccc2)cc(-c2ccc(Cl)cc2)c1C#N,-4.8%,10.3

5 entries from above in a different format.
Second line of a record – M. tuberculosis GlmU, RmlCD inh 1536
> O=C(O)c1cc(-c2ccccc2)nn1CC1CC(c2cccc([N+](=O)[O-])c2)=NO1 (stereo unspecified)
 : 2.0%, /
> CCN(CC(O)Cn1c2ccccc2c2ccccc21)S(=O)(=O)c1ccc(F)cc1 (stereo unspecified)
 : -0.6%, -2.0
> O=C(O)C1=C[C@H](c2ccc(Br)cc2)C[C@H](OCCCCO)O1
 : -1.7%, /
> CC(=O)c1cccc(NC(=O)NC2CCCCC2)c1
 : 0.8%, 4.0
> COCCNc1nc(N)c([N+](=O)[O-])c(NCC2CCCO2)n1 (stereo unspecified)
 : 6.2%, -10.3

Following part
Structure,M. tuberculosis GlmU,RmlCD inh 1536
CCOC(=O)CN1C(=O)C(O)(C2CCc3ccccc3C2=O)c2ccccc21 (stereo unspecified),-0.6%,24.5
O=C(N/N=C/c1ccc(N2CCOCC2)cc1)c1ccc(O)cc1,-3.3%,43.0
CN(C)S(=O)(=O)c1ccc(C(=O)NCC(=O)N/N=C/c2ccco2)cc1,1.4%,-14.3
Cc1cc(C(=O)Nc2ccc(N3CCCC3)c(Cl)c2)ccc1[N+](=O)[O-],-4.4%,/
CCOc1ccc2[nH]c(=O)c(CN(CCO)C(=O)c3ccc(F)cc3)cc2c1,1.2%,4.7
CCOC(=O)c1cc(OCC(=O)NC(C)C(C)C)cc(C(=O)OCC)c1 (stereo unspecified),1.5%,/
COC(=O)c1ccccc1NC(=O)NCc1ccccc1,-1.8%,1.1
CC(C(=O)Nc1sc2c(c1C#N)CCCCC2)N1C(=O)c2ccccc2C1=O (stereo unspecified),2.1%,/
Cn1nnnc1SCC1=C(C(=O)O)N2C(=O)[C@@H](NC(=O)[C@H](O)c3ccccc3)[C@H]2SC1,4.6%,/
COC(=O)C(C)Sc1nnc2n(-c3cccc(C)c3)c(=O)c3c4c(sc3n12)CCCC4 (stereo unspecified),2.5%,8.9
CCNc1nc(NC(C)(C)C)nc(SCC(N)=O)n1,2.2%,-11.4
CSCCC(N=C(NS(=O)(=O)c1ccc(Br)cc1)c1ccccc1)C(=O)O (stereo unspecified),-0.7%,8.5
O=C(O)c1cccc(S(=O)(=O)N2CCCC2)c1,-4.3%,/
Cc1ccc(/C=N/NC(=O)CNC(=O)COc2ccccc2)o1,0.9%,14.8
C[C@@H](C(=O)Nc1ccccc1N1CCOCC1)N1C(=O)C2CC=CCC2C1=O (stereo partly specified),2.1%,/
CC(=O)c1cc(NC(=O)c2ccc(Cl)cc2)c(=O)oc1/C=C/N(C)C,-2.2%,8.3
CC(=O)N(Cc1ccco1)c1nc(C(=O)Nc2ccc(Cl)cc2)c(C)s1,6.2%,/
O=C(NC1(C(F)(F)F)Oc2ccc(Cl)cc2O1)N1CCC2(CC1)OCCO2 (stereo unspecified),2.0%,0.5
CCn1c(COc2ccccc2C)nnc1SCC(=O)Nc1cc(C)on1,4.7%,/
O=C(Cn1ccc(C(F)(F)F)n1)N=Nc1c(O)[nH]c2ccc(Br)cc12,-4.6%,/
CC(=O)Nc1ccc(S(=O)(=O)Nc2nc3cc4c(cc3nc2Cl)OCCO4)cc1,4.5%,/
Cn1nc(C(=O)N2CCCC2)c2ccccc2c1=O,-0.5%,12.9
CC(C)(C)C(=O)Nc1cccc(-c2nnc(-c3cccc(NC(=O)C(C)(C)C)c3)o2)c1,0.0%,/
Cc1cnc(NC(=O)c2ccc3c(c2)C(=O)N(Cc2ccco2)C3=O)s1,-1.6%,43.5
COc1ccc(-c2cc(C(F)(F)F)nc(NC3CCCC3)n2)cc1OC,2.0%,0.3
COc1ccc(C)cc1NC(=O)C(C)N(c1ccc(C)cc1)S(C)(=O)=O (stereo unspecified),-4.5%,-5.8
CNC(=S)N(CCc1ccc(OC)c(OC)c1)C1CC(=O)N(c2ccccc2)C1=O (stereo unspecified),1.4%,-10.6
O=C(NNc1ccc(C2CCCCC2)cc1)C(O)(c1ccccc1)c1cccs1 (stereo unspecified),-1.9%,-8.1
CC(=O)Nc1cc(-c2ccccc2)ccc1O,-0.2%,9.5
O=C1CCCc2c1cc(C(=O)NC1CCSC1=O)c(=O)n2-c1ccccc1 (stereo unspecified),-5.1%,2.1

4 entries from above, with two lines to a compound.
Every second line gives: M. tuberculosis GlmU, RmlCD inh 1536
> CNC(=S)N(CCc1ccc(OC)c(OC)c1)C1CC(=O)N(c2ccccc2)C1=O (stereo unspecified)
  1.4%, -10.6
> O=C(NNc1ccc(C2CCCCC2)cc1)C(O)(c1ccccc1)c1cccs1 (stereo unspecified)
  -1.9%, -8.1
> CC(=O)Nc1cc(-c2ccccc2)ccc1O
  -0.2%, 9.5
> O=C1CCCc2c1cc(C(=O)NC1CCSC1=O)c(=O)n2-c1ccccc1 (stereo unspecified)
  -5.1%, 2.1

(list continues)
Structure,M. tuberculosis GlmU,RmlCD inh 1536
Nc1ccc(Br)cc1-c1nc2ccccc2[nH]c1=O,-4.2%,-3.5
COc1cc2nc(CN(C)Cc3ccc(OC)c(OC)c3OC)[nH]c(=O)c2cc1OC,-7.7%,/
C/C(N)=C(/C#N)C(=O)CSc1nc2ccccc2c(=O)n1-c1ccc(C)cc1,-0.2%,-6.6
COc1ccc2cc3cc(C(=O)NCc4ccco4)oc3nc2c1,1.2%,/
CN1CCN(C(=O)C2=C[C@@H](C3CCCCC3)C[C@@H](OCCCCO)O2)CC1,4.3%,/
O=C(NCc1n[nH]c(=S)n1-c1ccccc1)c1ccco1,5.0%,/
Cc1cc(=O)oc(C)c1C(=O)Nc1cnc2ccccc2c1,0.1%,-5.6
COc1ccc(F)cc1C(=O)C1CCCN(Cc2ccc3c(c2)OCCO3)C1 (stereo unspecified),1.3%,-10.2
CCOc1ccccc1CN1CCN(Cc2csc(C(C)=O)c2)CC1CCO (stereo unspecified),-0.9%,40.8
COc1ccc(-c2c(C)sc(NC(=O)c3ccnn3C)c2C#N)cc1,-1.7%,6.6
CCOC(=O)c1c(C)c(C(=O)NC2CCCCC2)c(C)n1CC,/,54.6
Cc1nc2ccc(S(=O)(=O)NCC(=O)N3CCc4ccccc43)cc2s1,-0.9%,/
Cc1nnc(NC(=O)CCN2C(=O)/C(=C\c3ccccc3)SC2=S)s1,-2.3%,6.8
O=C(CNS(=O)(=O)c1ccccc1)N1CCN(c2ccccc2)CC1,4.6%,-6.3
NNC(=O)c1nc[nH]c1C(=O)Nc1ccccc1[N+](=O)[O-],/,17.4
N#Cc1c2n(c(=O)[nH]c1=O)CCCCC2,1.1%,-9.9
O=S(=O)(c1cccc(C(F)(F)F)c1)N1CCN(c2nnnn2-c2ccccc2)CC1,-1.9%,-3.3
Cn1c(=NC(=O)c2ccco2)sc2ccccc21,-2.3%,-9.4
O=c1[nH]c2ccccc2[nH]c1=O,-5.2%,-11.4
COc1cccc2cc(C(=O)CC3(O)C(=O)N(Cc4ccccc4)c4ccccc43)c(=O)oc12 (stereo unspecified),7.5%,-5.1
C#CCCOC(=O)N1C2=NC(C(=O)OC)=C(C(=O)OC)[C@@H]3N(CC=C)c4ccccc4[C@]23C[C@H]1C(=O)OC,-1.2%,-5.0
O=S(=O)(c1ccc2nc(COc3ccc(Cl)cc3Cl)[nH]c2c1)N1CCOCC1,7.3%,5.3
Cc1ccccc1-c1nc(CN2CCC(C(=O)O)CC2)c(C)o1,4.3%,14.8
CC(C)=C1C2C=CC1C(C(=O)Nc1cccc(C)c1)C2C(=O)O (stereo unspecified),2.7%,4.6
O=C(C(=O)N1CCN(c2cccc(Cl)c2)CC1)c1c[nH]c2ccccc12,4.9%,6.5
Cc1cccc(C(=O)Nc2nc(C)c(C(=O)Nc3ccc4c(c3)CCC4)s2)c1,-3.5%,-12.8
CC(C)(C)[C@H]1C=C(C(=O)NC2CC2)O[C@@H](OCCCCO)C1,-5.6%,/
Cc1cccc2sc(N(CCCN(C)C)C(=O)c3cc4ccccc4oc3=O)nc12,3.5%,6.6
COCCNC(=O)c1cn(C)c2ccccc2c1=O,/,-11.4
COc1ccc2c(c1OC)C(=O)OC2Nc1ccccn1 (stereo unspecified),-3.1%,-4.7

More results
Structure,M. tuberculosis GlmU,RmlCD inh 1536
O=C1C2CCCN2C(=O)N1CCN1CCN(c2ccccc2)CC1 (stereo unspecified),10.6%,-2.8
CCN(C(=O)Nc1ccccc1)c1ccccc1,7.3%,66.0
CC(C)(C)c1ccc(C(=O)N2CCCN(C(=O)c3ccc(C(C)(C)C)cc3)CC2)cc1,0.8%,-10.0
O=C1C2(c3ccccc3)CN3CN(C2)CC1(c1ccccc1)C3,1.3%,/
CN(C)C(N)=NCCC[C@H](N)C(=O)O,1.3%,/
COC(=O)c1sccc1NC(=O)c1ccc(Br)s1,5.3%,/
O=C(NC(=S)NCc1ccccc1)c1ccccc1[N+](=O)[O-],1.2%,5.3
Cc1nc2ccc(NC(=S)NCCCO)cc2nc1C,9.4%,3.5
COC(=O)c1ccc(C(=O)OC)c(NC(=O)CN2CCN(c3ccccc3)CC2)c1,6.8%,13.2
COC(C(=O)Nc1ccc(C(N)=O)cc1)c1ccccc1 (stereo unspecified),1.3%,/
COc1ccc(C(=O)CSc2nnc3n2CCCN3C(=O)Nc2ccccc2)cc1,-1.3%,3.5
Cc1c(N(C)C(=O)C23CC4CC(CC(C4)C2)C3)c(=O)n(-c2ccccc2)n1C,9.5%,-1.8
O=C(Nc1ccccc1Cl)N1CCN(c2ccc3nncn3n2)CC1,-6.5%,-6.4
Cc1cc(C)nc(Sc2ncnc3sc4c(c23)CCC4)n1,2.7%,/
O=C(NCc1cccc(C(F)(F)F)c1)C1CC2Cn3c(nc4ccccc43)C2N1Cc1ccccc1 (stereo unspecified),1.6%,/
COc1ccc(CCNC(=S)NC(=O)c2c(-c3ccccc3Cl)noc2C)cc1OC,5.0%,4.8
Cc1cc(C)c2cc(C#N)c(N3CCCC3)nc2c1,-2.7%,-7.8
Cc1cccc(OP(=O)(Nc2c(C)n(C)n(-c3ccccc3)c2=O)Oc2cccc(C)c2)c1,3.0%,7.5
COCCCn1c(Cc2csc(Nc3ccc(F)cc3)n2)nnc1SCC(N)=O,-0.2%,/

An excerpt. The share of hits here may be higher or lower than overall.
